MITF primary: human MITF inhibition, primary screen. AID 1259374. O75030. inhibition, % at 2.6 µM. 0.91% of 650,000 active. AlphaScreen MITF homodimerization, bead proximity signal; in the data active = inhibition above about 50%;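 also: 0% = vehicle wells with protein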
TEAD-YAP block: TEAD-YAP interaction inhibition; AID 1259422; HEK-TIYL cells, TEAD-Gal4/YAP UAS-luciferase luminescence; 1.4% of 640,000 active; inhibition, % at 9.12 µM; in the data active = inhibition above about 32%;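 also: 0% = median of test compound wells and 100% = reference inhibitor wells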
GPR151 ag: activators of human GPR151. PathHunter beta-arrestin GPR151 cells, luminescence. activation, % at 11.2 µM. 1% of 650,000 active. AID 1508602; in the data active = activation above about 4.9%;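 also: 0% = median of compound wells and 100% = cells with positive control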
FBW7 activator: human FBW7 E3 ligase activation, primary screen; AlphaScreen FBW7–phospho-cyclin E peptide binding, activator screen; Q969H0; normalized activity (activation), % at 26.1 µM; 0.13% of 650,000 active; in the data active = normalized activity above about 1.9%;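 also: purified mutant Fbw7 with reduced substrate affinity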
Target sequence (Q969H0 whole entry, looked up): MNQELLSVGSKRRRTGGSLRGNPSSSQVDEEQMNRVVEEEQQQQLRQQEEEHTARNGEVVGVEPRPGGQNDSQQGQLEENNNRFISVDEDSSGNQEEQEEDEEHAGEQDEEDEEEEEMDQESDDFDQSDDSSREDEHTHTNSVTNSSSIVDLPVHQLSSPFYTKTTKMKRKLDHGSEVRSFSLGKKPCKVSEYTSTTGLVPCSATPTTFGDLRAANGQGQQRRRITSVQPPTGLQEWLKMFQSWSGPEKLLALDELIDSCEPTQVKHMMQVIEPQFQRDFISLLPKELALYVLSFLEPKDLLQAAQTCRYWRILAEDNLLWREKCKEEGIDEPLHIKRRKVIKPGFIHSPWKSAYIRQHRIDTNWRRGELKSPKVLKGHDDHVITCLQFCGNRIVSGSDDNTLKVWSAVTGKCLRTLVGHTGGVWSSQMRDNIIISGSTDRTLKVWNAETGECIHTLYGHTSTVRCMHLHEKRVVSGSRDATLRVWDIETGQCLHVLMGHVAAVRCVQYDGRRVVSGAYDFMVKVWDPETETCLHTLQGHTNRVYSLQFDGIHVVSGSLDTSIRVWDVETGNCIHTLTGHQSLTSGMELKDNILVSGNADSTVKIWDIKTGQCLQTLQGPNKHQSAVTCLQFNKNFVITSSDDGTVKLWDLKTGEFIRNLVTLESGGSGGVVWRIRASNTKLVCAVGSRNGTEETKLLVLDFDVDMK
* = called active by the depositor; . = not tested or not shown; & = joins results of further samples. Some of the compounds tested; rates above refer to the full screens.

smiles	FBW7 activator	MITF primary	TEAD-YAP block	GPR151 ag
CC1(C)C(C(=O)N2CCc3nnc(CNC(=O)C4CC4)n3CC2)C1(C)C	0.0	-18.5	0.0	1.8
Cc1cc(O)c(C(=O)Nc2ccc(Cl)c(Cl)c2)c(=O)n1CC1CCCO1 (stereo unspecified)	-0.1	-4.2	-1.0	-1.4
COc1ccc(CCNCc2ccc(N(C)C)cc2)cc1	-0.1	20.2	-8.1	2.6
Cc1ccc2c(c1)C1CN(C)CCC1N2C(=O)C1CCCC1 (stereo unspecified)	0.1	2.6	-8.4	0.1
CCOC(=O)c1nc2ccccc2c(=O)n1-c1ccccc1F	0.0	13.5	2.1	-2.0
O=C(c1cc2c(s1)CCCC2)N1CCC2(CC1)OCCO2	0.0	7.0	-7.6	0.6
CC12CCC(=O)C=C1CC[C@@H]1[C@@H]2CCC2(C)[C@@H](O)CC[C@@H]12 (stereo partly specified)	0.1	3.3	-6.6	3.3
Cc1ccccc1-c1nc2ccccc2c(=O)n1C	-1.0	-22.4	-8.4	0.4
O=[N+]([O-])/C=C/c1ccc(OCc2ccccc2F)cc1	0.0	5.3	-3.2	-4.0
C[C@@H]1O[C@@H](O[C@H]2CC[C@]3(C=O)C4CC[C@]5(C)[C@@H](C6=CC(=O)OC6)CC[C@]5(O)C4CC[C@]3(O)C2)[C@H](O)[C@H](O)[C@H]1O (stereo partly specified)	-0.1	-2.8	101.2*	-1.3
CC(=O)OCC1=C[C@H]2[C@@H]3C(C)(C)[C@]3(OC(=O)Cc3ccccc3)C[C@@H](C)[C@]2(O)[C@@H]2C=C(C)C(=O)[C@@]2(O)C1	0.0	-1.9	-29.1	0.4
O=C(Cc1ccccc1)N1CCN(Cc2c[nH]c3ccccc23)CC1	-0.1	0.8	0.9	-0.6
CC(C)n1nnnc1CN1CCN(C)CC1	0.8	36.3	12.6	0.3
CC(=O)c1ccc(N2CCN(Cc3ccccc3F)CC2)cc1	1.0	51.4*	-0.8	0.5
N=C1c2ccccc2CN1c1ccc(Cl)cc1	0.1	2.7	-14.3	-1.0
COC1=CC23CCN(C)C(Cc4ccc(OC)c(O)c42)C3=CC1=O (stereo unspecified)	0.3	-6.0	5.9	2.2
CCCCN1C(=O)NC(=O)/C(=C/c2ccc(C)s2)C1=O	-0.7	-15.9	-5.5	-0.2
O=C1CCCN1C(=O)c1ccccc1[N+](=O)[O-]	1.6	7.6	-5.8	-1.8
Cn1c(O)c(C=Nc2ccccc2-c2ccccc2)c(=O)n(C)c1=O	0.1	12.0	-5.9	-0.8
O=c1c2ccccc2nc(/C=C/c2ccc([N+](=O)[O-])o2)n1-c1ccccc1	0.2	8.0	6.7	-2.3
CCOP(=O)(OCC)N1CC=C(C)CC1(C(=O)OC)C(F)(F)F (stereo unspecified)	0.4	13.0	16.6	-1.4
Cc1cccc(C2=NCC(=O)N(CC(=O)NCc3ccco3)c3sc4c(c32)CCCC4)c1	0.2	18.6	4.8	-0.2
CCCC/C(=N\O)c1c[nH]c2ccccc12	-0.1	4.7	-0.1	0.9
CCCCCn1c(=O)c(C(=O)NCCc2ccccc2)c(O)c2ccccc21	0.7	3.9	7.7	-0.8
O=C1NC(=O)N(CCC2=CCCCC2)C(=O)/C1=C/c1cnc(-c2ccccc2)nc1	-1.0	-3.5	-10.7	2.4
Cc1nonc1CNC(=O)c1cn(CC2CCCCC2)cc(C(=O)NC(C)C)c1=O	0.6	10.2	-7.9	1.5
COc1cccc(NC(=O)N2CCC3(CC2)OCCO3)c1	0.0	0.5	-25.6	-0.7
COc1ccc(CN2CCN(Cc3cccc(Br)c3)CC2)cc1Br	0.0	76.3*	-1.0	1.9
COc1ccccc1C1N(c2ccccn2)C(=O)C2CCCN21 (stereo unspecified)	0.0	6.5	6.3	0.9
COC(=O)C1C2C(=O)N(c3ccc([N+](=O)[O-])cc3)C(=O)C12c1ccc(C)cc1 (stereo unspecified)	0.0	-12.7	3.5	-0.9
O=c1oc(-c2ccc(F)cc2)nc2ccccc12	0.0	14.3	-16.8	-6.7
CN1CCc2cc3c(cc2[C@H]1[C@@H]1OC(=O)c2c1ccc1c2OCO1)OCO3	0.0&-0.1&0.0	-1.6&-18.8&22.4	-7.3&-5.9&-1.9	0.4&0.1&-2.6
COc1ccc(C(=O)Nc2ccc(Br)cc2C(=O)c2ccccc2Cl)c(OC)c1	-0.1	-2.2	4.7	-0.1
CNc1cc(Cl)c2nonc2c1[N+](=O)[O-]	-0.1	7.7	10.3	0.7
NC(=O)OCCSc1nnc(-c2ccc([N+](=O)[O-])cc2)o1	0.9	2.7	4.9	0.7
COc1cc(CN2CCN(C)C(CCO)C2)cc2c1OCO2 (stereo unspecified)	-0.1	2.1	-4.6	-1.2
Cc1cc(/C=C2\C(=O)NC(=O)N(Cc3ccco3)C2=O)c(C)n1-c1ccc(O)cc1	-0.3	57.7*	10.5	1.7
CCOc1ccc(CN2CCN(C(=O)Cc3ccccc3)CC2)cc1	-0.2	42.4	11.6	3.3
N[C@H](CCP(=O)(O)O)C(=O)O	0.2	38.1	.	2.7
Cc1csc(=N)n1Cc1ccccc1	-0.1	2.9	-8.5	-0.2
Cc1c(C(=O)N2CCC3(CC2)OCCO3)oc2ccccc12	0.9	9.7	0.5	-0.9
COc1ccc(CN2CCN(Cc3ccccc3)CC2)cc1C	-0.1	50.8*	-13.0	1.1
OCCC1CN(Cc2ccccc2F)CCN1Cc1ccccc1 (stereo unspecified)	0.0	-19.1	5.2	0.3
O=C(CNC(=O)c1ccc(Cl)cc1)Nc1ccc(Br)cc1C(=O)c1ccccc1	0.1	11.8	6.2	0.1
OCc1nnn(-c2nonc2-[n+]2nc3nonc3[n-]2)c1CO	-0.2	-1.7	-15.6	1.8
OC1/C(=C/c2ccc3c(c2)OCO3)N2CCC1CC2 (stereo unspecified)	0.8	20.2	3.5	-1.2
COc1ccc(C(=O)Nc2ccc(Br)cc2C(=O)c2ccccc2Cl)cc1	0.1	1.8	6.8	0.9
C=CCNC(=O)c1c(N)n(Cc2ccco2)c2nc3ccccc3nc12	0.7	-9.3	15.0	2.1
Cc1nc(NC(=O)CCl)sc1C	-0.1	4.3	30.9	-0.1
CCc1ccc(/C=C2/C(=O)NC(=O)N(c3ccc(OC)cc3)C2=O)cc1	0.0	12.5	5.9	-0.9
COC(=O)c1c(N)n(Cc2ccc(Cl)cc2)c2nc3ccccc3nc12	0.1	4.5	1.8	-0.8
CN1C(=O)N(C)C(=O)C(CCc2ccncc2)(CCc2ccncc2)C1=O	-0.1	-3.2	1.0	0.1
N/C(=N\N=C\c1ccccc1[N+](=O)[O-])N[N+](=O)[O-]	0.1	-6.1	-4.0	0.1
CCC(=O)OC(Cc1ccccc1)(c1ccccc1)C(C)CN(C)C (stereo unspecified)	0.0	10.4	.	-0.4
COc1ccccc1-n1c(/C=C/c2ccc(Br)cc2)nc2ccccc2c1=O	-0.2	-0.5	-6.0	-0.8
COC(=O)c1ccc(CN2CCN(Cc3ccccc3)CC2)cc1	0.3	14.1	3.0	-0.5
O=C(O)c1ccccc1C1=c2cc3c4c(c2Oc2c1cc1c5c2CCCN5CCC1)CCC[N+]=4CCC3	-0.9	14.4	8.0	-1.0
Cc1ccc2nc(Cl)c3cc(C(=O)N4CCC(=O)CC4)sc3c2c1	-0.1	-3.6	-13.9	-0.4
COc1ccc(CC(C)NC2CCCCNC2=O)cc1 (stereo unspecified)	0.0	11.8	7.5	-1.1
CN(CC(=O)Nc1cccc(F)c1)CC(=O)Nc1ccc(C#N)c(Cl)c1	0.0	14.5	5.3	1.6

A draw from above in order of SMILES length, lowest first:
smiles	FBW7 activator	MITF primary	TEAD-YAP block	GPR151 ag
O=c1oc(-c2ccc(F)cc2)nc2ccccc12	0.0	14.3	-16.8	-6.7
CCC(=O)OC(Cc1ccccc1)(c1ccccc1)C(C)CN(C)C (stereo unspecified)	0.0	10.4	.	-0.4
CN1CCc2cc3c(cc2[C@H]1[C@@H]1OC(=O)c2c1ccc1c2OCO1)OCO3	0.0&-0.1&0.0	-1.6&-18.8&22.4	-7.3&-5.9&-1.9	0.4&0.1&-2.6

The listing continues.
smiles	FBW7 activator	MITF primary	TEAD-YAP block	GPR151 ag
CCC(C)N1CCN(Cc2ccccc2)CC1 (stereo unspecified)	0.0	65.7*	11.1	0.3
COC(=O)C1=C(C)OC(N)=C(C#N)C12C(=O)N(CC(N)=O)c1ccccc12 (stereo unspecified)	0.3	5.0	7.6	-0.4
CC(=O)[C@H]1CCC2C3CC[C@H]4C[C@H](O)CC[C@]4(C)C3CC[C@@]21C (stereo partly specified)	0.0&-0.2	-8.7&-0.2	-6.0&-3.0	3.8&1.6
CCNC(=O)c1c(CC)n(CC2CCCN2CC)c(C)cc1=O (stereo unspecified)	0.2	-15.7	-2.2	-0.7
Cc1ccccc1-n1c(/C=C/c2ccc(Cl)cc2)nc2ccccc2c1=O	0.1	-8.2	4.5	-0.4
Cc1cc(C)cc(OCC(=O)N2CCN(Cc3ccccc3)CC2)c1	0.1	-11.0	7.5	-2.0
CCOC(=O)c1c(C)n(Cc2ccccc2)c2ccc(OCC(O)CN3CCN(c4ccc(C)cc4)CC3)cc12 (stereo unspecified)	-0.1	8.9	5.7	-0.4
CCOP(=O)(OCC)C(NC(=O)c1cccc([N+](=O)[O-])c1)C(Cl)(Cl)Cl (stereo unspecified)	-0.1	-8.2	0.1	-0.4
CCNC1(c2cccs2)CCCCC1=O (stereo unspecified)	-0.1	-2.6	.	0.0
COc1ccc(CN2CCN(Cc3cccc(Cl)c3)CC2)cc1Br	0.1	67.9*	4.2	-0.5
CCCCCn1c(=O)c(C(=O)Nc2ccc(C(N)=O)cc2)c(O)c2ccccc21	0.1	3.9	-0.4	-0.2
CC(C)CC(C(=O)N1CCC2(CC1)OCCO2)N1Cc2ccccc2C1=O (stereo unspecified)	-0.2	2.5	9.7	0.2
Cc1cccc(-n2c(/C=C/c3ccc(N(C)C)cc3)nc3ccccc3c2=O)c1	0.9	-15.1	1.9	0.9
O=C1CC(=O)N(C2CCCCCC2)C(=O)N1	-0.1	-11.8	-0.3	0.6
COc1ccc(C)c2sc(N(CCN3CCOCC3)C(=O)Cc3ccc(F)cc3)nc12	-0.1	5.8	-4.1	-1.9
Cc1cc(C)[n+]2c(n1)sc1ccccc12	-0.1	6.8	-2.3	-0.5
CN(C)C(=Nc1ccccc1)P(=S)(N(C)C)N(C)C	0.9	26.1	4.2	-1.0
O=C(CCS(=O)(=O)c1ccc(Br)cc1)N1CCC2(CC1)OCCO2	0.0	2.7	-12.6	-1.2
CCN1C[C@]2(C)CC[C@H](O)[C@@]34C5C[C@@H]6[C@@H](OC)C[C@@](O)(C5[C@H]6O)[C@@H](CC23)C14 (stereo partly specified)	0.1&0.1	26.9&21.1	-8.9&-0.1	-0.8&0.3
C[N+]1([O-])[C@@H]2CC(OC(=O)[C@H](CO)c3ccccc3)C[C@H]1[C@@H]1O[C@@H]12 (stereo partly specified)	-0.1&0.7	-18.0&-3.1	4.2	-1.0&-1.2
CC(C)CC(NC(=O)C1CCCCC1)C(=O)N1CCC2(CC1)OCCO2 (stereo unspecified)	0.0	2.9	0.4	-0.4
CCOC(=O)c1c(CSc2ccccc2)n(Cc2ccccc2)c2cc(Br)c(O)c(CN(C)C)c12	-0.1	8.2	-3.0	1.3
O=C(Cn1c(=S)[nH]c2ccccc2c1=O)N1CCC2(CC1)OCCO2	-0.1	-8.8	-6.2	-1.6
C#C[C@]1(O)CC[C@H]2[C@@H]3CCC4=CC(=O)CC[C@]4(C)[C@H]3CC[C@@]21C	0.6	11.0	.	1.4
Cc1cccc(-n2c(C)nc3ccc(I)cc3c2=O)c1	0.1	-3.2	2.5	-1.1
CC(=O)N1CCC2(CC1)OCc1cc(-c3cccc4cccnc34)ccc1O2	0.1	-6.8	-1.8	0.4
O=C(N/N=C\C1C(=O)NC(=S)N(c2ccccc2)C1=O)c1ccc(O)cc1 (stereo unspecified)	-0.7	49.7	-16.7	1.8
COc1ccc(CN2CCN(C(=O)Cc3ccccc3)CC2)cc1Br	-0.3	52.8*	8.0	-0.4
CCOC(=O)c1ccc(-n2nnnc2C2(N3CCOCC3)CCCCC2)cc1	0.3	4.9	4.8	1.1
Cc1ccc2[nH]c(C)c(CCNCc3cccnc3)c2c1	0.4	6.9	0.4	-1.4
CC(=O)OC1N=C(c2ccccc2Cl)c2cc(Br)ccc2N(C)C1=O (stereo unspecified)	-0.1	1.1	6.9	1.1
COc1cccc(CNCCc2cccc(Cl)c2)c1	0.3	49.6	6.7	-0.5
CCCCn1c(=O)c(C(=O)Nc2cccc(Br)c2)c(O)c2ccccc21	0.0	8.9	-7.8	0.4
Cc1ccccc1-n1c(/C=C/c2ccco2)nc2ccc(I)cc2c1=O	-0.1	5.0	9.4	0.3
CC(=O)c1cn(Cc2ccc(C#N)cc2)c2ccccc12	0.9	16.7	8.0	2.5
O=C(Nc1nc2ccccc2s1)c1c(O)c2c(n(Cc3ccco3)c1=O)CCCC2	0.0	1.6	-1.9	-0.6
COc1ccc(CN2CCN(C)C(CCO)C2)cc1 (stereo unspecified)	0.2	18.9	6.1	-1.8
CCC(C)n1[nH]c(=O)c2c1NC(=O)CSC2c1ccc(Br)cc1 (stereo unspecified)	0.0	22.3	3.3	-0.2

Source: PubChem (The Scripps Research Institute Molecular Screening Center)
